Growth percent in the NCI-60 one-dose screen (48 h, 10 µM unless noted): 100 = growth as untreated, 0 = no growth, -100 = all killed.
RPMI-8226: RPMI-8226 leukemia cells; 7.5% of 77,000 active; AID 1794781
EKVX: EKVX NSCLC | 3% of 71,000 active
A549/ATCC: A549/ATCC NSCLC; 3.7% of 81,000 active; AID 1794740
HOP-62: HOP-62 NSCLC. 3.9% of 80,000 active
HOP-92: HOP-92 NSCLC cells; 6.3% of 71,000 active; AID 1794738
M14: M14 melanoma; 6.2% of 80,000 active
MOLT-4: MOLT-4 leukemia cells; 6.9% of 80,000 active
CCRF-CEM: CCRF-CEM leukemia; 7% of 77,000 active; AID 1794778
Numbers without * were called inactive; . = no result given. Rule for the calls: active = growth percent below 10; inactive = the rest. An unsorted share of the library. About 13% of those tested had a hit in this group.

item	SMILES	RPMI-8226	EKVX	A549/ATCC	HOP-62	HOP-92	M14	MOLT-4	CCRF-CEM
1	CC1(C)CC[C@]2(C(=O)O)CC[C@]3(C)C(=CCC4[C@@]5(C)C[C@@H](O)[C@@H]6OC(c7ccccc7[N+](=O)[O-])OC[C@@]6(C)C5CC[C@]43C)C2C1 (some centres undefined)	45	40	28	60	70	59	39	42
2	CC(=N\NC(N)=S)/C(=N/NC(N)=S)c1ccccc1	95	101	88	83	85	87	107	98
3	Cc1ccc(NC(=O)C2=NCCCCN2)c(C)c1	109	106	111	106	117	105	102	116
4	O=C(O)COc1ccccc1F	98	111	110	117	96	103	95	92
5	Cc1nn(-c2ccccc2)c2ncnc(Nc3ccc(OCc4c(-c5ccccc5)no[n+]4[O-])cc3)c12	94	90	99	105	91	90	93	97
6	N#Cc1nc(-c2ccccc2)oc1S(=O)(=O)N1CCN(c2ccc(F)cc2)CC1	36	118	101	112	76	54	-16*	-31*
7	O=C(Cn1c(=O)[nH]c2ccccc2c1=O)NCC(=O)NN=C1CCCCC1	104	96	98	93	88	85	97	96
8	N#Cc1c(-c2ccc(Cl)cc2)nc2n[nH]c(-c3ccc(Cl)cc3)c2c1-c1ccc(C(F)(F)F)cc1	-2.6*	-10*	6.8*	-24*	-26*	-53*	13	-7.8*
9	O=C(/C=C(O)/C=C/c1ccc(OCc2ccccc2)c(OCc2ccccc2)c1)/C=C/c1ccc(OCc2ccccc2)c(OCc2ccccc2)c1	108	101	101	.	85	95	112	103
10	Fc1cc(-c2nnc3n2NC(=Nc2ccccc2C(F)(F)F)CS3)c(Cl)cc1Cl	28	75	81	69	46	106	82	72
11	O=C(CCl)Oc1ccc([N+](=O)[O-])cc1	103	112	108	99	78	103	105	96
12	COc1ccc(C2CC(c3ccccc3)=NN2C(=O)c2ccc(S(N)(=O)=O)cc2)cc1 (centres undefined)	77	86	94	93	93	95	74	98
13	COc1cc(C(c2cc(C(C)=O)n3cccc(Br)c23)c2cc(C(C)=O)n3cccc(Br)c23)cc(OC)c1OC	82	84	81	92	39	84	83	89
14	CCCCCCCCC[Si](F)(CCCCCCCC)CCCCCCCC	107	.	98	97	92	99	97	.
15	Sc1nc2ccccc2s1 (tested in a mixture with another compound)	91	102	107	88	62	91	125	91
16	CCN1CCC2(CC1)NC(=O)c1c(c3ccc(Cl)c(Cl)c3n1C)C2C#N (centres undefined)	17	69	52	62	41	-39*	24	40
17	CS(=O)(=O)c1ccc(C(=N)N)cc1	.	.	107	106	.	108	97	.
18	O=C1/C(=C\c2ccc(O)cc2)Sc2c(F)cccc21	72	98	93	84	83	99	94	92
19	COc1cc2c(cc1-c1c(C)noc1C)ncc1nc(C3CCCCC3)n([C@@H](C)COC(F)F)c12	13	39	33	29	28	35	40	46
20	COC(=O)[C@@H](Cc1ccc(OCc2cn(Cc3ccccc3)nn2)cc1)NC(=O)C(=O)c1cn(Cc2cn(Cc3ccccc3)nn2)c2ccccc12	100	91	104	100	89	93	103	107
21	CCOc1ccc(C(=O)O)c(O)c1	107	104	100	107	104	.	.	108
22	COc1ccc(C(=O)CSc2nc(Nc3cccc(S(N)(=O)=O)c3)c(C#N)c(-c3cc(OC)ccc3OC)n2)cc1	87	94	99	109	.	103	82	100
23	Fc1c(-c2nnc(Cc3ccc(Cl)cc3)o2)nc2ccccn12	97	98	102	110	.	116	92	.
24	C=CC(=O)c1c(C)cc(O)cc1C	91	87	81	90	67	91	91	92

Looked up above.
Entry of cpd 1 in A549/ATCC: 28
Entry of cpd 11 in CCRF-CEM: 96
Entry of cpd 19 in M14: 35
Entry of cpd 4 in M14: 103
Entry of cpd 24 in HOP-92: 67
Entry of cpd 22 in MOLT-4: 82
Entry of cpd 17 in M14: 108

Looked up by compound from the entries so far (three):
item	SMILES	RPMI-8226	EKVX	A549/ATCC	HOP-62	HOP-92	M14	MOLT-4	CCRF-CEM
12	COc1ccc(C2CC(c3ccccc3)=NN2C(=O)c2ccc(S(N)(=O)=O)cc2)cc1 (centres undefined)	77	86	94	93	93	95	74	98
19	COc1cc2c(cc1-c1c(C)noc1C)ncc1nc(C3CCCCC3)n([C@@H](C)COC(F)F)c12	13	39	33	29	28	35	40	46
2	CC(=N\NC(N)=S)/C(=N/NC(N)=S)c1ccccc1	95	101	88	83	85	87	107	98

(more compounds)
item	SMILES	RPMI-8226	EKVX	A549/ATCC	HOP-62	HOP-92	M14	MOLT-4	CCRF-CEM
25	CC1CN(c2ccc3ncc(-c4nc(NC5CC5)ncc4F)n3c2)CC(C)O1 (centres undefined)	66	89	85	84	88	79	80	83
26	Clc1nc(-c2ccccc2)nc2ccccc12	109	90	99	98	100	110	95	92
27	O=S(=O)(NCCNc1nccc(-c2c(-c3ccc(F)c(O)c3)nc3sccn23)n1)c1ccccc1	41	101	82	99	64	15	53	37
28	CSc1c(-c2nc3ccccc3s2)c(N)nc2c(C(N)=O)c(Nc3ccc(Cl)cc3)nn12	94	87	101	92	82	95	102	105
29	COc1ccc2cc([C@H](C)C(=O)N/N=C/c3ccccc3F)ccc2c1	56	46	82	87	68	98	50	64
30	CC(C)(C)NSc1nc2ccccc2s1	88	102	102	92	83	96	99	98
31	COc1ccc(-c2ccc3c4c(cccc24)C(=O)N(N2C(=O)c4cccc5cccc(c45)C2=O)C3=O)cc1	29	89	107	93	76	94	101	97
32	CSc1ccc(-c2nc3ccccc3[nH]2)cc1	104	90	100	92	88	102	97	101
33	Nc1c(O)ccc2ccccc12	101	99	105	108	.	100	100	111
34	CC1(C)C=Cc2c(ccc3c2[N+]([O-])=C2C(C)(C)[C@H]4C[C@]56CCCN5C(=O)[C@@]4(C[C@@]23O)NC6=O)O1	104	101	100	111	108	97	92	102
35	COc1ccccc1C(=O)OCCc1ccccc1	109	121	93	115	118	112	95	100
36	O=C(Cl)c1ccc2c(c1Cl)C(=O)c1ccccc1C2=O	.	123	.	121	104	103	105	100
37	COc1ccc2c(c1)C(=Nc1ccc(O)cc1)C(=O)N2	93	100	107	109	.	101	99	91
38	Cc1ccc(C(=O)/C=C/c2ccc(Oc3ccc(Cl)cc3)cc2)cc1	83	109	84	95	74	99	86	98
39	COc1cc(C(=O)/C=C/c2c(C(F)(F)F)nc3ccccn23)cc(OC)c1OC	-15*	-0.4*	9.7*	-27*	2.5*	.	4.2*	5.6*
40	Cc1nc2nc(SCC(=O)Nc3ccc(Cl)cc3)[nH]c(=O)c2nc1C	102	98	97	92	90	97	101	100

Arranged by SMILES length (rising): part of the list above
item	SMILES	RPMI-8226	EKVX	A549/ATCC	HOP-62	HOP-92	M14	MOLT-4	CCRF-CEM
23	Fc1c(-c2nnc(Cc3ccc(Cl)cc3)o2)nc2ccccn12	97	98	102	110	.	116	92	.
16	CCN1CCC2(CC1)NC(=O)c1c(c3ccc(Cl)c(Cl)c3n1C)C2C#N (centres undefined)	17	69	52	62	41	-39*	24	40
19	COc1cc2c(cc1-c1c(C)noc1C)ncc1nc(C3CCCCC3)n([C@@H](C)COC(F)F)c12	13	39	33	29	28	35	40	46

Additional compounds follow:
item	SMILES	RPMI-8226	EKVX	A549/ATCC	HOP-62	HOP-92	M14	MOLT-4	CCRF-CEM
41	Cc1ccc(-c2cc(C(=O)N=Nc3c(O)[nH]c4ccc(F)cc34)c3ccccc3n2)cc1	103	30	11	6.1*	104	80	65	92
42	O=C(O)CC/C(=N\NC(=O)c1ccncc1)c1ccccc1	102	97	100	99	102	99	104	100
43	Cc1c(C(=O)NNC(=O)c2ccc(Cl)cc2)nnn1-c1ccc(Cl)cc1	96	91	95	97	79	94	85	88
44	O=C(CN1CCN(c2cc(=O)[nH]c3ccc(F)cc23)CC1)Nc1ccc(Br)cc1	77	75	68	41	.	71	64	68
45	C[C@]12CC[C@H]3[C@@H](CC=C4C[C@@H](O)CC[C@@]43C)[C@@H]1CC[C@@H]2C(=O)C/C=N/O	60	.	89	77	55	96	69	72
46	Nc1nc(N)c(N=O)c(Nc2ccc(Cl)c(Cl)c2)n1	73	97	104	86	57	96	58	81
47	COc1cc(C2CC(c3ccc(C)cc3)=Nc3c(N)nc(N)nc3N2)ccc1Oc1nc(NCCO)nc(N2CCOCC2)n1 (centres undefined)	85	91	99	98	70	99	63	82
48	C/C(=C/C(=O)O)c1ccccc1	105	123	91	98	90	109	97	83
49	CC1(C)CC[C@]2(C(=O)N3CCOCC3)CC[C@]3(C)C(=CC(=O)[C@@H]4[C@@]5(C)CCC(=O)C(C)(C)[C@@H]5CC[C@]43C)[C@@H]2C1	95	94	93	106	87	113	99	102
50	Cc1ccc(C2=Nc3ccc(Cl)cc3C3=NCC(=O)NN23)cc1	108	79	94	86	.	90	100	111
51	CSC(=S)OC(C)CC(C)C (centres undefined)	.	.	102	98	112	101	94	98
52	NS(=O)(=O)c1ccc(NC(=O)c2ccc(N=Cc3c(O)[nH]c4ccccc34)cc2)cc1	118	106	104	97	93	104	136	107
53	COC(=O)C(CC(=O)Nc1ccc(F)cn1)c1ccc(C(F)(F)F)cc1 (centres undefined)	98	100	100	103	107	99	105	99
54	C/C(=N\N1C(=O)c2ccccc2NC1c1ccc(Br)cc1)c1c(O)cc(C)oc1=O (centres undefined)	97	106	87	100	96	102	98	93
55	Cc1occc1C(=O)NN1C(=O)/C(=C/C=C/c2ccc([N+](=O)[O-])o2)SC1=S	-8.6*	-52*	6.6*	-9.6*	.	-65*	5.3*	1.0*
56	CS(=O)(=O)c1ccc(C(=O)N2N=C(c3ccc(F)cc3)CC2c2ccccc2)cc1 (centres undefined)	100	84	76	71	.	98	63	104
57	NC(N)=N/N=C/c1cccc(O)c1	98	99	101	125	80	98	117	99
58	COc1ccc2sc(N(Cc3cccnc3)C(=O)c3ccc(C#N)cc3)nc2c1	64	.	82	94	61	25	58	72
59	COc1ccc(OC)c2c1C(=O)CC2C (centres undefined)	106	99	103	101	.	112	112	101
60	COC(=O)c1ccc(CSc2nnc(-c3c(C)nc4ccc(C)cn34)o2)cc1	88	102	103	90	92	105	94	106
61	CCCCCCCCCCCCCCCCCCOc1ccc(CC(=O)NCC[N+](C)(C)C)cc1	87	97	84	78	100	95	93	79
62	O=C(CSc1nnc(-c2ccc(-c3nc4ccccc4[nH]3)cc2)o1)Nc1ccc(Cl)cc1	8.0*	16	1.9*	0.5*	-5.9*	-0.2*	6.1*	33
63	c1ccc(Nc2nn3c(-c4ccco4)ccnc3c2-c2ccccc2)cc1	94	90	106	97	102	98	92	91
64	CCCCCCCCCCP(=O)(O)CCCCCCCCCC	116	90	114	96	107	116	102	93
65	CCN1CCN(c2nc(C)cc(N(CCNc3ccnc4cc(Cl)ccc34)Cc3ccc4c(c3)OCO4)n2)CC1	-30*	68	20	-20*	-4.7*	-80*	-4.0*	-1.4*
66	N#C/C(=C\NC(=S)N=Nc1c(O)[nH]c2ccccc12)C(=O)c1ccc2ccccc2c1	98	96	97	84	91	101	91	102
67	COc1ccc(-c2cc(C(=O)Nc3ccc(C)cc3)nc3[nH]c(=O)sc23)cc1	47	73	51	85	.	71	81	71
68	N#Cc1c(-c2ccccc2)cc(-c2ccccc2)n(CCC(=O)NO)c1=O	88	97	104	97	78	101	95	93
69	Oc1ccccc1CC=NC1CCCCC1	98	99	107	.	.	94	81	87
70	CC(=O)Oc1cccc2c1C(=O)C1CC=CC(OC(C)=O)C1C2=O (centres undefined)	.	66	87	.	105	117	86	93
71	CCC(=O)Nc1ccccc1C#C/C=C\C#Cc1ccccc1C(F)(F)F	100	53	64	54	.	41	74	39

Values by screen from above.
Compounds 3 to 12 in MOLT-4, in turn: 102, 95, 93, -16*, 97, 13, 112, 82, 105, 74
